High-throughput results as filed in PubChem.
MPTP inh: inhibitors of mitochondrial permeability transition pore. isolated mouse mitochondria, Ca2+ swelling absorbance, 30 min. inhibition, % at 10 µM. 1.4% of 360,000 active. AID 602449;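 active = inhibition of 50% or more, scaled per plate between neutral and stimulator controls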;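 also: 0% = DMSO wells given calcium and 100% = 1 mM EGTA wells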
NLRP3 yeast inh: inhibitors of NALP3 inflammasome in yeast; inhibition, % at 10 µM; Yeast reconstituted NLRP3/ASC/caspase-1, beta-gal luminescence, 24 h; AID 2825; 0.39% of 330,000 active;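 active = inhibition of 50% or more; inactive = inhibition below 50%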;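 also: plate controls were induced DMSO wells for no effect and uninduced yeast grown without galactose for full effect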
APJ antagonist: APJ receptor antagonism; 0.32% of 330,000 active; AID 2521; CHO-K1 APJ beta-arrestin complementation, luminescence; inhibition, % at 20 µM; P35414;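 active = inhibition above about 40% at 20 µM, limit read from the data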;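 also: cells challenged with 10 nM apelin-13 agonist together with compound; plate controls were apelin-13 plus DMSO wells for no effect and DMSO wells lacking apelin-13 for full effect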
Target sequence (P35414 whole entry, looked up): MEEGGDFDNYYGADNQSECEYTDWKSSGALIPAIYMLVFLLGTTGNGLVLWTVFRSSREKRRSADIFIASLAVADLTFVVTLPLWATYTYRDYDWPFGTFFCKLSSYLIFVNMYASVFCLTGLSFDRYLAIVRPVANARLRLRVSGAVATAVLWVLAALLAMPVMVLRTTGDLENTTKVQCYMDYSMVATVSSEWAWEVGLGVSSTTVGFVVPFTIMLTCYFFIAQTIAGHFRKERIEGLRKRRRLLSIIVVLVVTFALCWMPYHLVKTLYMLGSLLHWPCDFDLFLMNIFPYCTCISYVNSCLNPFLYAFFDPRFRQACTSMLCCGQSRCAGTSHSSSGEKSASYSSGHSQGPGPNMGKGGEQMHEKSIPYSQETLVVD
MIN6 prolif: induces beta-cell replication in MIN6 cells. MIN6 cells proliferation, ATPlite luminescence, 48 h; cells starved in 0.2% serum; 100% = growth in 10% serum. proliferation, % at 10 µM. 0.29% of 330,000 active. AID 2380;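 active = compounds whose signal lies at least 3.5 SD above the mean of all wells on their plate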;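 also: 0% = DMSO-treated cells in low-serum medium and 100% = 10% serum control; some compounds called inactive have numbers as strong as hits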
tim10-1 inh: inhibits growth of tim10-1 mutant yeast | S. cerevisiae tim10-1 ts strain growth, BacTiter-Glo, 24 h | inhibition, % at 20 µM | 2.2% of 330,000 active;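 active = inhibition of at least 40%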;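 also: mutant grown at 25 °C; 0% = DMSO wells with yeast and 100% = wells holding no yeast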
tim23-1 inh: tim23-1 yeast growth inhibition. S. cerevisiae tim23-1 growth, BacTiter-Glo luminescence, 24 h. inhibition, % at 20 µM. 1.3% of 330,000 active. AID 463212;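 active = growth inhibition of the mutant yeast at or above 50%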;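 also: temperature-sensitive mutant grown at 25 °C; plate controls were DMSO-treated mutant yeast for no effect and medium wells lacking yeast for full effect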
TIM10 inh: TIM10 yeast growth inhibition. S. cerevisiae TIM10 strain growth, BacTiter-Glo luminescence, 24 h. inhibition, % at 10 µM. 1.4% of 330,000 active. AID 463195;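 active = inhibition of 40% or more at the single tested concentration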;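 also: wild-type TIM10 isogenic control strain grown at permissive 25 °C; 0% = DMSO yeast wells and 100% = minimal medium wells without yeast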
APJ agonist: agonists of human APJ apelin receptor; CHO-K1 APJ PathHunter beta-arrestin, luminescence; 0% DMSO wells, 100% apelin; 0.11% of 330,000 active; activation, % at 20 µM; AID 2520; P35414;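 active = activation more than six SD over the plate average, tested at 20 µM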;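 also: 0% = DMSO alone and 100% = apelin-13 at 10 nM; some results filed as inactive read as strong as hits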
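Assay system – PathHunter CHO-K1 APJ (AGTRL-1) beta-arrestin reporter cells · Compound – one dose, 20 µM compound, 1% DMSO · Timing – compound 90 min 25 °C, reagent 1 h · Measured by – luminescence from split beta-galactosidase complementation, Galacton Star/Emerald II substrate · Measure – beta-arrestin recruitment to APJ as agonist activity, luminescent signal · Benchmarks – DMSO vs Apelin-13 10 nM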
NR3A LBD binder: modulators (binders) of human NR3A ligand-binding domain; NR3A LBD differential scanning fluorimetry, Tm shift; 0% = protein alone, 100% = glycine-bound protein; Tm shift relative to glycine control, % at 25 µM; 2.5% of 340,000 active;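 active = melting temperature shift of at least 10% of the positive control shift, at one fixed dose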
The depositor's hits bear a star. Random draw from the library. About 7.2% of those tested had a hit in this group.

SMILES	MPTP inh	NLRP3 yeast inh	APJ antagonist	MIN6 prolif	tim10-1 inh	tim23-1 inh	TIM10 inh	APJ agonist	NR3A LBD binder
CCN(C(=O)c1cc2cc(OC)ccc2oc1=O)c1cccc(C)c1	0.9	25	-2	-3	0	19	24	-1	-2
Cc1ccc(C(NC(=O)N2CCOCC2)=C(Cl)Cl)cc1F	-1.0	8	4	-3	0	19	12	2	2
Nc1nc(OCc2ccccc2)c2[nH]cnc2n1	-1.3	10	-1	3	7	-2	6	-3	-5
O=[N+]([O-])c1ccc(-c2ccc(C=Nc3cccc4ccccc34)o2)cc1	0.8	33	-56	-2	6	10	4	3	1
N#Cc1ccccc1Sc1ccccc1C(=O)OCC(=O)NC1CCS(=O)(=O)C1 (stereo not drawn)	0.1	-5	-11	0	-15	3	-5	-3	-1
O=C(Nc1ccncc1)c1ccccc1[N+](=O)[O-]	-2.3	26	-5	2	1	-12	-3	-2	-4
O=C(CSc1nc(C2CC2)nc2ccccc12)Nc1cccc(O)c1	-0.4	17	4	-2	-18	-11	-8	1	-6
Cc1ccc(S(=O)(=O)NC(C)C(=O)Nc2cccc([N+](=O)[O-])c2)cc1 (stereo not drawn)	0.1	7	8	-2	7	24	14	1	2
CCc1nn(CC(=O)NCCCN(C)Cc2ccccc2)c(=O)c2cc3sc(C)cc3n12	-1.5	10	18	2	4	-12	-4	-3	-2
CN1C(=O)CC(N2CCN(c3ccccc3)CC2)C1=O (stereo not drawn)	-1.0	0	11	-4	7	-1	14	-5	1
CC1(C)CC(=O)c2c(O)cc(OCc3ccc(Br)cc3)cc2O1	6.8	-8	1	-4	23	27	8	-7	-2
CN(CCOc1ccc(-c2ccn(S(=O)(=O)c3ccc(Cl)cc3)n2)cc1)c1ccccn1	4.6	-1	-21	-3	15	7	6	5	2
CCn1ncc(C2=NOC(C(=O)Nc3cccc(C(C)=O)c3)C2)c1C (stereo not drawn)	3.7	-9	-3	-3	7	-2	11	0	4
CN(CC(=O)Nc1cccc(F)c1)C(=O)c1cccnc1Sc1ccccc1Cl	-0.4	14	24	0	13	22	6	3	0
CCn1ncc(Br)c1C(=O)Nc1ccccc1C(F)(F)F	0.8	2	15	1	-12	0	-14	-2	4
O=C(c1ccccc1)N1CCN(c2ccc(N3CCOCC3)nn2)CC1	0.1	8	9	-4	10	9	-1	-1	1
COCCn1c(SC(C)C(=O)Nc2ccc(N3CCOCC3)cc2)nnc1-c1ccncc1 (stereo not drawn)	0.6	13	-47	-2	3	9	10	5	3
COC(=O)C1=C(NC(=O)c2cccc(OC)c2)CCS1	-1.7	31	-1	-3	15	26	-11	-7	0
COCCCNC(=O)c1cc(C(=O)c2ccccc2Br)c[nH]1	-2.9	-4	-10	3	-6	-5	-3	-4	0
Brc1ccc(-c2nc(-c3ccccn3)no2)o1	-0.3	25	-12	-3	-4	7	10	-4	-2
COc1cc(Cl)ccc1OCc1cc(C(=O)N2CCN(c3ccccn3)CC2)no1	0.1	33	-11	1	17	43	55*	-7	0
CCOCC(=O)Nc1nnc(C2CCCCC2)s1	0.1	8	7	1	9	10	6	-3	-1
COc1ccc(Cl)cc1-n1c(N)c(C(N)=O)sc1=S	-0.1	-8	-13	0	-12	-4	-29	-4	-1
Cc1ccc(C(=O)N2CCN(c3ccccn3)CC2)cc1	-0.9	6	-12	1	1	17	-12	-6	0
O=C(COc1ncnc2ccccc12)NCCc1ccccc1	0.7	-5	-5	-4	9	-1	-19	1	-1
CC(=O)Nc1ccc(NC(=O)CSc2nnc(-c3ccco3)o2)cc1	-0.1	4	-6	2	12	15	-4	-1	-2
COc1cc2c(cc1OC)CN(CCC(=O)c1ccc(Br)cc1)CC2	-0.9	3	-22	-7	50*	21	4	0	1
COc1ccc2cc(C(=O)C3CCCN(C(=O)C4=NN(C)C(=O)CC4)C3)ccc2c1 (stereo not drawn)	-2.1	1	4	6	25	13	-7	-4	1
COc1ccc(CCNC(=O)COc2nncc3ccccc23)cc1	-2.4	16	-10	0	-14	6	-6	-1	-1
COc1ccccc1NC(=O)CSCC(=O)N1c2ccccc2CCc2ccccc21	3.2	2	-6	-1	30	25	37	-6	0
COc1ccc(-c2nc3n(c(=O)c2C#N)CCS3)c(OC)c1	-1.1	7	-5	-4	0	6	6	-1	0
O=C(Oc1ccc2c(c1)OCO2)C12CC3CC(CC(C3)C1)C2	-1.0	21	8	0	14	32	7	-9	0
CC(=O)n1cc([C@H]2C=C(C(=O)NCc3ccccc3)O[C@@H](OCc3ccc(CO)cc3)C2)c2ccccc21	0.1	16	2	-8	16	20	13	-1	-7
CC1(C)CC(=O)C(CCC(=O)c2ccccc2)C(C)(C)N1 (stereo not drawn)	1.6	1	-3	-1	7	17	-4	-3	-3
CCN(CC(=O)Nc1ccc(S(N)(=O)=O)cc1)S(=O)(=O)c1cc(C)ccc1OC	-2.1	-2	12	-1	7	-9	-3	-3	0
Cc1cc(C(=O)COC(=O)CC2Sc3ccccc3NC2=O)c(C)n1-c1ccc(Br)cc1 (stereo not drawn)	-1.6	-1	10	0	28	23	23	4	-16

Marked active in tim10-1 inh, of those listed so far:
smiles | MPTP inh | NLRP3 yeast inh | APJ antagonist | tim10-1 inh | APJ agonist | NR3A LBD binder
COc1cc2c(cc1OC)CN(CCC(=O)c1ccc(Br)cc1)CC2 | -0.9 | 3 | -22 | 50* | 0 | 1

More results follow.
SMILES	MPTP inh	NLRP3 yeast inh	APJ antagonist	MIN6 prolif	tim10-1 inh	tim23-1 inh	TIM10 inh	APJ agonist	NR3A LBD binder
CC1(C)CC(=O)C=C(CN2C(=O)c3ccccc3C2=O)C1=O	-2.6	20	8	4	1	13	-3	-3	-3
Cc1ccc(CN2CCN(CC(=O)NCCCN3CCN(c4ccc(F)cc4)CC3)C2=O)cc1	56*	7	-29	-3	7	-1	3	0	2
CC1(C)N=C(N)NC(Nc2ccc(Br)cc2)=N1	-1.3	9	0	-4	5	-12	10	-5	-2
COC(=O)/C=C/C(=O)NCc1ccco1	-0.6	16	-10	-2	-4	-8	0	-2	0
CC(=O)N1CCN(C(=S)c2ccc([N+](=O)[O-])cc2)CC1	119*	9	-4	-3	8	14	-9	6	2
NNC(=O)C1CC(O)CN1S(=O)(=O)c1ccc(Cl)cc1 (stereo not drawn)	-0.2	-5	11	-1	0	20	0	-1	-1
O=C(COC(=O)Cc1ccccc1[N+](=O)[O-])NCc1ccccc1Cl	0.8	-24	6	2	26	10	15	-1	-1
CCCC(C(=O)NCCC(C)C)N(Cc1ccc(OC)cc1)C(=O)c1snc(C(N)=O)c1N (stereo not drawn)	-0.9	11	4	0	14	28	0	-6	-5
C[N+]1(CC(=O)OCCCC2CCCCC2)CCCC1	-1.5	-22	-14	0	9	-16	-24	0	0
CCOC(=O)Cc1nnc2c(Nc3ccccc3F)nc3nonc3n12	92*	4	12	-6	24	24	15	-4	-3
Cc1ccc(C(=O)NCc2ccco2)cc1[N+](=O)[O-]	-0.9	24	-17	-2	-7	15	-17	4	1
Cc1ccc(N2CCN(C(=S)Nc3ccccc3C)CC2)cc1	-0.5	13	20	-2	6	11	-12	2	1
CC1CC(=O)C2=C(C1)Nc1ccccc1N=C2 (stereo not drawn)	-2.5	23	21	-1	12	-5	-17	-2	-1
COc1ccc(NS(=O)(=O)c2cccc(C(=O)N/N=C(\C)c3ccncc3)c2)cc1	-0.1	8	0	0	8	6	13	1	1
CN(Cc1ccccc1)C(=O)COC(=O)c1cc(=O)[nH]c2ccccc12	-0.4	-4	1	-1	-6	2	-1	0	-1
COCCCNCCOCCOc1ccc(C)cc1[N+](=O)[O-]	-2.1	8	-4	-1	-4	0	5	0	-1
CC(Nc1nc(N2CCN(CCO)CC2)nc2ccccc12)c1ccccc1 (stereo not drawn)	-2.3	18	4	-1	3	-17	1	1	-4
CC1=C(C(=O)Nc2ccccc2C(=O)NCCCOC(C)C)SCCO1	0.5	15	0	-4	15	3	13	0	-2
COc1ccc(C(=O)Oc2ccc(/C=N/NC(=O)c3ccccc3OC)cc2[N+](=O)[O-])cc1	-15	12	21	0	10	-11	-32	-2	1
CCOc1ccc(NC(=O)CN(C)C(=O)c2cc(C)nc3ccccc23)cc1OCC	-0.4	12	26	2	0	-3	-1	-2	-1
C/C(=N\Nc1ccc(Cl)c(C(=O)O)c1)c1cc2ccccc2o1	-2.7	3	12	-4	14	19	12	-2	0
CSc1ccccc1NC(=O)c1ccc(N2CCCC2=O)cc1	-1.2	21	-8	-5	9	15	2	-5	2
N#Cc1cc([N+](=O)[O-])cnc1N(CCO)CCO	-0.3	9	-3	0	-7	2	3	-3	-1
CN1CCN(S(=O)(=O)c2cccc(C(=O)Nc3cc(C(F)(F)F)ccc3N3CCCCC3)c2)CC1	2.2	26	-43	-6	3	42	20	-2	-12
COc1ccc(NC(=O)c2ccc3nc[nH]c3c2)cc1	-0.2	8	0	-3	17	9	6	1	5
COc1ccc(CCNC(=O)C(=O)NCC2OCCN2S(=O)(=O)c2cccs2)cc1 (stereo not drawn)	2.1	12	10	-2	6	10	-1	2	1
COn1c(-c2ccc(C)cc2)nc2ncccc21	0.9	4	1	-2	0	39	9	-5	-2
COc1ccc(Oc2c(C)oc3cc(OC(=O)N4CCOCC4)ccc3c2=O)cc1	-0.5	20	18	-4	27	12	-10	2	0
COc1ccccc1NCCC(=O)OCC(=O)NC1CCCC(C)C1C (stereo not drawn)	0.9	11	9	-3	38	17	13	-3	-2
Cc1ccc(/C=N\NC(=O)/C(=C\Nc2nccc(C)n2)NC(=O)c2ccccc2)cc1	1.9	9	-4	0	4	4	6	-2	-2
CCCNC(=O)c1ccc(N2CCC3(CC2)CC(c2cccc(Br)c2)=NO3)c(NC(=O)c2ccc(Cl)c([N+](=O)[O-])c2)c1	1.1	2	-15	-3	13	14	15	9	-5
O=C(NCC1(c2ccccc2)CCCC1)c1ccc(Br)cc1	-0.3	8	11	-1	35	36	41*	-3	1
COc1cc(CN2CCC(Cc3ccccc3)CC2)cc(OC)c1OC	-0.2	25	-9	-1	-3	-12	-6	-4	2
CC(C)(C)c1cc(C(=O)NNC(=O)c2ccc(Cl)cc2)no1	-0.1	-5	-11	-2	-3	29	6	4	0
CCOC(=O)C1=C(O)/C(=C/c2ccc(CNC(=O)C(=O)Nc3ccc(C)cc3)o2)N=C1C	0.9	0	-19	-2	5	16	-9	1	-2
COc1ccc(-n2cc(CNCc3cccnc3)c(-c3cccc(F)c3)n2)cc1	1.9	28	4	-2	14	1	17	-3	0
O=C1CCC(C(=O)N2CCN(c3ccccc3)CC2)CN1CC1CCCCC1 (stereo not drawn)	-2.4	4	12	-1	3	10	16	6	10
COc1ccc(C(=O)Nc2nc(CC(=O)NCc3ccc(F)cc3)cs2)cc1	-2.2	11	-7	0	7	21	3	6	-6
CC(C)n1c(CN2CCN(C)CC2)nc2c1c(=O)n(C)c(=O)n2C	-0.3	11	-28	3	2	19	-3	7	-2
CC1(C)Cc2nc3oc4c(NCCCN5CCOCC5)ncnc4c3cc2CO1	-0.2	10	15	1	-16	-8	-16	-2	-1
